Source: PubChem BioAssay (Broad Institute)
E-selectin induc = induces E-selectin expression in human endothelial cells. activation, % at 7.58 µM. 260,000 tested, 0.37% active. HUVEC E-selectin immunofluorescence imaging; normalized: neutral wells 0, TNF-alpha wells 100;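 active means mean E-selectin-positive cell signal at least 10% of the positive control, reached in at least 60% of replicates, without over 20% cell loss; inconclusive means no rule given, readout overlaps actives, possibly toxicity-flagged; inactive means the rest, including those meeting only one limit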;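 further: in these data hits start at about 27%; measured in HUVEC primary endothelial cells; signal is the percent of cells scored E-selectin positive by PE staining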
Target sequence (P16581 whole entry, looked up): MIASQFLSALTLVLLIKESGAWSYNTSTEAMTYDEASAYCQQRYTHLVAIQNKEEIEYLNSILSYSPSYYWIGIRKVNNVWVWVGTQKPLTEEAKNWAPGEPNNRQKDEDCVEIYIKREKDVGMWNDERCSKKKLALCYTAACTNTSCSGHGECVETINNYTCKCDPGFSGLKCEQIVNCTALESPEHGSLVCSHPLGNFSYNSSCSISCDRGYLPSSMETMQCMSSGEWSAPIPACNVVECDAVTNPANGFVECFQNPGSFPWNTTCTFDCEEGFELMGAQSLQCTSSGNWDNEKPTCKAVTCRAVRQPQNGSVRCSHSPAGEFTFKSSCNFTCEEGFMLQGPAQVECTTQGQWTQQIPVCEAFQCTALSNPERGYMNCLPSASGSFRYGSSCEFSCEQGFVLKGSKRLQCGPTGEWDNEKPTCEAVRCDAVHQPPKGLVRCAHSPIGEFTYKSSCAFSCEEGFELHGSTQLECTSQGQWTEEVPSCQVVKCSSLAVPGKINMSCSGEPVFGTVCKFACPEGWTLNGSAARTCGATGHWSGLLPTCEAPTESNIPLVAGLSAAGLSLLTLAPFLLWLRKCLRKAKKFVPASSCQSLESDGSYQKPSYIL
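material = human umbilical vein endothelial cells (HUVEC), E-selectin induction | quantity = 3,000 cells/well | medium = EGM-2 growth medium on 0.1% gelatin-coated wells | technique = immunofluorescence imaging | read-out basis = % PE-positive cells | control set = TNF-alpha positive control, DMSO neutral control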
F508del corr = CFTR F508del correction in bronchial cells | CFBE cells, YFP halide quenching; stimulated with forskolin plus potentiator P3; % fluorescence drop versus neutral controls | activity (quench increase), % at 7.58 µM | 350,000 tested, 0.36% active | AID 720511;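 active means mean added fluorescence quench of at least 8% versus neutral control, with both replicates also reaching 8%; inconclusive means only one of the mean or replicate conditions met; inactive means mean below 8% and not both replicates reaching 8%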;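 further: cells transiently co-express mutant CFTR-F508del with the halide-sensitive YFP; corrector assay measuring rescue of mutant channel to the surface after 24 h compound exposure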
RAD52 anneal inh = inhibitors of human RAD52 DNA annealing; P43351; AID 651710; inhibition, % at 18.7 µM; recombinant RAD52 DNA annealing, FRET fluorescence; 360,000 tested, 0.46% active;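 active means every replicate showing at least 50% inhibition; inconclusive means mean inhibition at least 50% but not in every replicate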
Target sequence (P43351 whole entry, looked up): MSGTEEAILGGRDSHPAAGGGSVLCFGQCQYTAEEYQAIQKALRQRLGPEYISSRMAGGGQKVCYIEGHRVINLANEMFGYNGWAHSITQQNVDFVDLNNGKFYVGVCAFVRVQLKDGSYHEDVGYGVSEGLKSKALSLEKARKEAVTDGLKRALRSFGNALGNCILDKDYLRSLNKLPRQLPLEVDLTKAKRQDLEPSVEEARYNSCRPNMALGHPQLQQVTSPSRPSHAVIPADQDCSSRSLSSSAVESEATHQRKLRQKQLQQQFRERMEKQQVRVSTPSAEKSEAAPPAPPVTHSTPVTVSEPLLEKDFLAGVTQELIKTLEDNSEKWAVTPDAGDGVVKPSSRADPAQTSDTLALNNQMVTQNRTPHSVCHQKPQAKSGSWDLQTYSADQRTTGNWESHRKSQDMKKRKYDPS
DENV2 CPE = DENV2-induced cell death inhibition. 350,000 tested, 1.7% active. CPE inhibition, % at 9.99 µM. DENV2-infected cells, cytopathic effect rescue, plate reader; in the data active means CPE inhibition above about 20%, passing the limit was not always enough; inconclusive means no clear call, values can overlap the other calls; tested in BHK-21 cells;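 further: 0% = median of neutral control wells and 100% = median of positive control wells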
GSIS activator = GLuc luminescence reporter in INS-1E cells, primary screen for activators of glucose-dependent secretion of insulin; activation, % at 16.6 µM; 370,000 tested, 0.61% active; INS-1E GLuc reporter insulin secretion, 2-3 h;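 active means lowest replicate activation of at least 40%, so every replicate reaches that level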;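 further: 0% = median of neutral control wells and 100% = median of IBMX positive control wells; some compounds called inactive have numbers as strong as hits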
Xi reactivation = reactivates the inactive X chromosome in mouse fibroblasts. activation, % at 7.58 µM. XiGFP mouse fibroblasts, % GFP-positive cells imaging, 3 d; cells co-treated with 5-aza-dC sensitizer; scaled so ellipticine positive control = 100%. 360,000 tested, 0.055% active;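 active means mean normalized replicate activation at least 10% and every replicate at or above 10%; inconclusive means only one of the two criteria met; inactive means mean below 10% and not all replicates reach 10%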;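 further: 0% = median of on-plate neutral control wells and 100% = ellipticine 6 µM median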
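System: XiGFP fibroblasts, SV40-immortalized. Medium: DMEM plus 5-aza-dC sensitizer. Doses: single point. Timing: 3 d treatment, 15 min room-temperature fixation. Control set: ellipticine 6 µM.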
RAD54 inh = RAD54 (human) branch migration inhibition; Q92698; RAD54 Holliday junction branch migration, FAM/BHQ fluorescence; inhibition, % at 10.4 µM; 360,000 tested, 0.14% active;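 active means mean normalized replicate activity at least 40 and at least half of replicates scoring 40 or more; inconclusive means only one of the two criteria met; inactive means mean below 40 and under half of replicates reaching 40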;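 further: 0% = median of neutral control wells and 100% = median of positive control wells; inhibitors cause a drop in the FAM fluorescence signal; in these data hits start at about 50%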
CASP6 VEID inh = blocks human caspase-6 cleavage activity; purified caspase-6, Z-VEID-R110 cleavage fluorescence; AID 686996; P55212; 350,000 tested, 0.53% active; inhibition, % at 12.5 µM;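 active means mean inhibition across replicates at least about 35%, with every replicate also reaching that limit, limit read from the data; inconclusive means only one of the two criteria met; inactive means neither criterion met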;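 further: 0% = median of neutral control wells and 100% = no fluorescence left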
The depositor's hits bear a star; i = inactive; ? = inconclusive; · = no result given.

SMILES	E-selectin induc	F508del corr	RAD52 anneal inh	DENV2 CPE	GSIS activator	Xi reactivation	RAD54 inh	CASP6 VEID inh
O=C(OCC1CCNCC1)c1ccc(F)cc1	·	3.8	-11	3	9	0.0	5	-4
CCCNC(=O)N(C)C[C@@H]1Oc2ncc(C#CC3CCCCC3)cc2C(=O)N([C@H](C)CO)C[C@H]1C	-0.2	1.2	26	?	-7	0.0	-4	-2
COc1cc(OC)c(C2Nc3ccccc3NC3=C2C(=O)CC(C)(C)C3)cc1OC (configuration not stated)	·	-0.8	-31	0	-15	-0.1	-17	1
COc1ccc(C2=Nn3c(nnc3-c3ccccn3)SC2)cc1	·	0.3	10	0	30	·	3	2
O=C(Nc1ccc(F)cc1)N1CCCCN2[C@H](C1)[C@@H](c1ccc(C#Cc3ccccc3)cc1)[C@@H]2CO	-0.6	5.4	-9	19	12	0.0	18	1
CC(C)C(=O)NC(Nc1cccc([N+](=O)[O-])c1)C(Cl)(Cl)Cl (configuration not stated)	0.0	2.4	-8	11	-12	0.5	·	-5
Cc1ccc(S(=O)(=O)N(C)C[C@@H]2OCCCC[C@@H](C)Oc3ccc(NC(=O)CCC(F)(F)F)cc3C(=O)N([C@H](C)CO)C[C@H]2C)cc1	·	-0.5	6	1	-28	0.4	-7	2
O=c1ccc2cc3ccoc3cc2o1	·	2.6	-2	-1	4	·	2	3
Cc1cc(C)cc(OCC(=O)Nc2ccc(S(=O)(=O)Nc3ccccn3)cc2)c1	·	-0.2	-24	7	0	0.0	·	2
COc1cc(S(=O)(=O)N2CCN(c3ccccc3)CC2)ccc1Cl	·	2.6	3	13	-1	·	-2	-2
O=C(COC(=O)c1ccc(F)cc1F)Nc1cccnc1Cl	·	-1.8	-10	-7	6	0.4	-6	0
OCC[n+]1ccc(/C=C/c2c[nH]c3ccccc23)cc1	·	1.7	i	?	-4	0.1	·	-22
C[C@@H]1CN([C@H](C)CO)C(=O)c2cccc(NC(=O)Nc3ccc(C(F)(F)F)cc3)c2O[C@@H]1CN(C)Cc1ccc(C(=O)Nc2ccccc2N)cc1	5.8	0.1	-26	-6	-3	0.0	·	3
CCCOc1ccc(Cc2c(O)nc(SC)[nH]c2=O)cc1C	-0.3	-0.9	-3	-5	-2	0.0	-1	-2
O=P(COCCCCCOCP(=O)(c1ccccc1)c1ccccc1)(c1ccccc1)c1ccccc1	3.9	-1.5	-5	-3	-36	0.1	·	2
O=[N+]([O-])c1cccc(-c2csc(CS(=O)(=O)Cc3ccco3)n2)c1	·	1.2	-13	-2	5	0.1	-5	-1
C[C@@H]1CN([C@H](C)CO)C(=O)c2cc(Br)cnc2O[C@@H]1CN(C)C(=O)c1ccccn1	0.3	-2.0	-9	-1	-1	-0.7	7	1
O=C([C@@H]1[C@@H](CO)[C@@H]2Cn3c(ccc(C4=CCCCC4)c3=O)[C@H]1N2)N1CCCCC1	0.0	·	6	35*	-2	0.3	0	-2
COc1ccc(-c2nnc3sc(-c4cccs4)nn23)cc1OC	·	·	-8	·	9	·	0	0
COc1ccc(N2C(=O)CS(=O)C(c3ccccc3)C2=O)cc1 (configuration not stated)	·	2.2	-17	7	-3	0.2	·	1
O=C(CSc1ncc(-c2ccccc2)[nH]1)Nc1ccccc1F	·	-0.4	-18	-1	-11	0.2	·	-2
CN(C)CC/C=C1\c2ccccc2Sc2cc(F)c(Cl)cc21	-0.1	-2.5	63*	19	-2	0.0	·	-8
S=C(NCc1cccnc1)Nc1ccc(Oc2ccc(Cl)cc2)cc1	4.0	-3.1	-1	-5	3	0.0	-4	2
Cc1cc(NC(=O)CCS(=O)(=O)c2ccc(F)cc2)no1	0.1	-1.0	-11	-9	-4	0.0	-2	-3
CCCN(CCC)CCCNC(=S)Nc1ccc2nc(N3CCCC3)cc(C)c2c1	0.6	·	92*	7	7	-0.1	99*	-120
Carrying on:
SMILES	E-selectin induc	F508del corr	RAD52 anneal inh	DENV2 CPE	GSIS activator	Xi reactivation	RAD54 inh	CASP6 VEID inh
CN(C)CCP(=O)(c1ccccc1)c1ccccc1	·	-0.9	-4	0	-1	0.1	7	3
C/C=C/c1ccccc1[C@@H]1[C@@H](C#N)N(C(=O)NC2CCCCC2)[C@H]1CO	0.0	-0.8	-4	4	-3	0.0	·	-1
CCCn1cc(S(=O)(=O)c2ccccc2)c(=O)c2cc(OC)c(OC)cc21	·	1.4	-12	3	11	0.0	-14	0
COc1ccc(/C=N/NC(=O)NC23CC4CC(CC(C4)C2)C3)c(OC)c1	·	-2.4	-5	7	-38	0.0	3	2
COCC(=O)Nc1ccc2c(c1)OC[C@@H](C)N(CCC(F)(F)F)C[C@@H](C)[C@@H](OC)CN(C)C2=O	-0.1	-1.7	-1	-2	-4	0.6	-1	1
COc1ccccc1C#Cc1ccc2c(c1)O[C@H](CN(C)C)[C@@H](C)CN([C@@H](C)CO)S2(=O)=O	0.2	-6.5	21	-13	-11	-1.0	3	0
Cc1cc(C)cc(-n2c(C)cc(/C=C3\C(=N)N4N=C(CC(C)C)SC4=NC3=O)c2C)c1	-1.3	·	-51	-5	1	0.1	·	2
C[C@H](CO)N1C[C@H](C)[C@@H](CN(C)C(=O)C2CC2)Oc2cc(-c3ccccc3)ccc2S1(=O)=O	1.2	-4.1	·	·	-2	-1.0	·	·
COc1ccc(-c2noc(=O)n2CC(=O)N2CCC(Cc3ccccc3)CC2)cc1	·	3.3	-9	6	-20	5.2	·	1
CN(CC(=O)NC1CCN(Cc2ccccc2)CC1)S(=O)(=O)c1ccc(Br)s1	·	-1.0	-30	-1	13	0.1	-6	-2
COc1ccc(NC(=O)c2cnc(SCC(=O)NCCc3ccccc3)n(C)c2=O)cc1	·	-0.4	-8	-1	27	0.8	4	-1
COc1ccccc1N(CC(=O)NCc1ccc(F)cc1)C(=O)CCC(=O)Nc1nccs1	·	1.2	-10	-5	0	0.0	10	6
COCCCC1CCN(C(=O)CCc2nnc(CCCCc3ccccc3)o2)CC1	-0.1	-1.6	4	4	-8	-0.2	-3	-1
COc1cccc(-c2cnc(C(O)c3cc(C)c(OC)c(C)c3)[nH]2)c1 (configuration not stated)	0.1	-0.7	-21	-5	-23	0.1	4	2
COc1ccc2c3c([nH]c2c1)[C@H](CO)N(Cc1ccccc1F)CC31CCN(C(=O)C2CCCC2)CC1	-0.5	1.6	-78	-9	-12	0.1	·	0
COC(=O)CC/C(O)=C1\C(=O)CC(C)(C)CC1=NCc1nc2ccccc2[nH]1	1.6	-2.9	-17	4	-1	0.1	9	1
CC(C)C#Cc1cnc2c(c1)C(=O)N([C@H](C)CO)C[C@H](C)[C@@H](CN(C)S(=O)(=O)c1cn(C)cn1)O2	-0.2	-1.8	-67	-1	5	-0.4	-13	-1
COc1ccc(CNS(=O)(=O)CCNC(=O)c2ccc3c(c2)OCO3)cc1	·	0.7	-11	-16	3	0.0	5	2
O=C(O)/C=C/c1ccc([N+](=O)[O-])o1	·	1.7	-19	-5	1	0.0	·	61*
O=C(Nc1ccc2c(c1)[C@H]1C[C@H](CC(=O)N3CCCCC3)O[C@H](CO)[C@H]1O2)NC1CCCC1	0.0	2.0	8	?	-2	0.2	5	-3
COCCCNC(=O)c1ccc2nc(Cc3ccc(OC)cc3)oc2c1	·	1.1	-12	5	-6	0.0	1	3
Cc1cccc2cc(/C=N/NC(=O)[C@H]3C[C@@H]3c3ccccc3)c(Cl)nc12	2.8	-2.8	-6	-5	12	0.0	3	-1
COc1ccc(C2(C(=O)NCCCN(C)C)CCOCC2)cc1	0.0	-1.1	-18	-3	·	0.0	-12	-6
O=C(Cc1ccccc1)N1CC2(C1)[C@H](c1ccccc1)[C@@H](CO)N2S(=O)(=O)Cc1ccccc1	-0.4	3.1	-163	33*	-2	0.2	·	0
CCCC(=O)Nc1cccc(NC(=O)Cc2ccc(Cl)cc2)c1	1.1	-1.4	-7	-6	-2	0.2	2	-3
Continuation:
SMILES	E-selectin induc	F508del corr	RAD52 anneal inh	DENV2 CPE	GSIS activator	Xi reactivation	RAD54 inh	CASP6 VEID inh
Cc1noc(C)c1NC(=O)N(C)C[C@@H]1OCCCC[C@H](C)Oc2ccc(NC(=O)CCC(F)(F)F)cc2C(=O)N([C@@H](C)CO)C[C@H]1C	-0.2	-0.1	-18	-11	1	-0.6	-1	0
Cc1cccc(C(=O)NNC(=O)/C=C/C(=O)O)c1	·	1.6	-25	0	-7	0.7	·	3
O=C(COC(=O)C1CSC2(c3ccc(F)cc3)CCC(=O)N12)NC(=O)NC1CCCC1 (configuration not stated)	·	1.2	-4	1	-43	0.1	·	7
CCS(=O)(=O)NCCc1csc(-c2ccc(OC)c(OC)c2)n1	·	4.4	-4	9	33	0.0	·	0
CCc1ccccc1NC(=S)N(Cc1ccco1)C(C)c1cccs1 (configuration not stated)	-0.6	0.0	-19	-1	2	-0.1	3	-2
COc1ccc(NS(=O)(=O)c2cc(NC(=O)/C=C/c3cccs3)ccc2N2CCOCC2)cc1	-0.8	·	-19	·	-8	0.1	·	1
Cc1ccc2c(c1)C1CN(C)CCC1N2C(=O)c1cccc(S(=O)(=O)N2CC(C)CC(C)C2)c1 (configuration not stated)	0.0	0.5	1	-11	-38	0.1	·	-1
N#C/C(=C\c1ccc(-c2cccc(C(F)(F)F)c2)o1)C(=O)Nn1cnnc1	5.1	·	·	·	-8	0.0	-7	·
CC(=O)Nc1ccc(C(=O)N/N=C/c2ccncc2)cc1	·	1.7	-11	6	-12	0.2	·	-1
O=C(Cn1cnc2ccccc2c1=O)N1CCN(S(=O)(=O)c2ccc(F)cc2)CC1	-0.3	-1.0	-2	-5	8	0.0	2	0
O=C(NC[C@@H]1CC[C@H]2[C@H](CN2Cc2cccc(Cl)c2)O1)C1CC1	·	0.3	-1	17	·	·	·	0
CC(=O)Nc1ccc(/C(C)=N/NC(=O)c2ccncc2)cc1	·	-0.4	-14	1	11	0.0	1	1
COc1ccc(-c2cc(C(=O)N3CCCC(C(F)(F)F)C3)c3ccccc3n2)cc1OC (configuration not stated)	-0.7	0.8	-4	-6	16	0.2	-1	2
COc1ccc(C#Cc2ccc3c(c2)[C@@H]2[C@@H](CCN2C(=O)CN2CCOCC2)[C@H](CO)N3C)cc1	0.7	0.0	-7	?	-8	0.7	-7	-5
COc1ccc2nc(N3C(=O)/C(=C/c4ccccc4)NC3=S)sc2c1	·	·	-117	3	-8	-0.1	-4	-1
COc1ccccc1-c1ccc2c(c1)O[C@H](CN(C)CC1CC1)[C@H](C)CN([C@H](C)CO)S2(=O)=O	1.0	-1.8	·	·	0	-1.2	·	·
C=CCNC(=O)c1ccccc1CCc1ccccc1	0.0	1.8	-17	1	12	-0.1	0	·
COc1ccc2nc(C)cc(SCC(=O)N/N=C/c3ccco3)c2c1	0.0	-2.0	-18	2	0	0.6	·	1
COc1ccc(NC(=O)CN(C)C(=O)c2ccc(N3CCCC3)c([N+](=O)[O-])c2)cc1	-2.0	1.4	0	?	38	0.3	·	1
COc1ccc(N2CCN(C(=O)/C(C#N)=C/c3ccccc3)CC2)cc1	1.9	-1.2	-33	1	0	0.0	·	1
O=C(COC(=O)CNC(=O)c1ccc(Cl)cc1Cl)NNC(=O)c1ccccc1F	0.3	-1.5	-11	-3	2	0.1	-3	1
COc1ccc(S(=O)(=O)N(Cc2ccccc2)c2ccccc2C(=O)O)cc1	·	3.1	-14	2	13	0.0	-5	-3
